Screening data (PubChem BioAssay)
HEK293 tox: cytotoxicity counter-screen for GLP-1 receptor inverse agonists. HEK293 cAMP-luciferase reporter cells, luminescence, 24 h. Potency, µM (top dose mostly 38.3 µM), without a hit: top-dose activity change, negative = inhibition, actives largely listed as inhibitors. 0.13% of 410,000 active. AID 624418;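 note: loss of luciferase light is scored as toxicity; potency is the fitted concentration of half-maximal effect; % is set by controls: 0 for no effect and ±100 for the full control effect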
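Cells in DMEM/10% Nu serum/1% pen-strep, 1536-well format. Pre-incubated 12 h, dosed with 23 nL compound, incubated a further 24 h. Luciferase detection, 12 min at room temp, luminescence.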
PTHR1 agonist: activates the human parathyroid hormone receptor PTHR1; 0.075% of 410,000 active; HEK293 GP2 PTHR1 cells, GloSensor cAMP luminescence, 1 h; Potency, µM (highest dose often 115 µM), for inactives: at the highest dose activation, hits mostly activators; Q03431; note: potency is the fitted concentration of half-maximal effect; nearly all actives have a fitted effect of over 55% in size; some results filed as inactive show a strong effect at the top dose; inactives centre near -15; many of its hits are not listed in these tables
Target sequence (Q03431 whole entry, looked up): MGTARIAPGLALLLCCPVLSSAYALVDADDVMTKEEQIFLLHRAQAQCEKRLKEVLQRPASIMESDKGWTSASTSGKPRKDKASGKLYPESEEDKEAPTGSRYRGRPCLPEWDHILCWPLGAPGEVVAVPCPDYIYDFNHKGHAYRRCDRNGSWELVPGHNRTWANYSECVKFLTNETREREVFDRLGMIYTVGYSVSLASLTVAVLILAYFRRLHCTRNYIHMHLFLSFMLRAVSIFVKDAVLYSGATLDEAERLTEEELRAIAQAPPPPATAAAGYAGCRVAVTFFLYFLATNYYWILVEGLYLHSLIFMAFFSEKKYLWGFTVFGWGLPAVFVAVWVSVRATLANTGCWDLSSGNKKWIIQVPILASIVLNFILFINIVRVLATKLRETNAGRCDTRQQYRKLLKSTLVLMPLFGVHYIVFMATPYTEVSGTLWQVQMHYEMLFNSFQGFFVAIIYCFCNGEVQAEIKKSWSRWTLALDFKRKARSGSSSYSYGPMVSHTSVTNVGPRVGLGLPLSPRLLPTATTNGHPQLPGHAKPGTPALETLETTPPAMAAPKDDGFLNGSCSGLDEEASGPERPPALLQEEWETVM
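HEK-293-derived GP2 cells expressing PTHR1 and a GloSensor cAMP reporter, 3,000/well, plated overnight, given luciferin plus IBMX (each 0.5 mM as added) for 1 h at 37 °C, then compound for 1 h at 37 °C. Luminescence was read after 15 min at room temperature.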
aSyn yeast inh: alpha-synuclein toxicity inhibition in yeast; Yeast expressing alpha-synuclein, growth rescue, BacTiter-Glo, 24 h; Potency, µM (titrated, usually from 46.1 µM), without a hit: top-dose growth rescue (activation), usual class: activators; 0.14% of 370,000 active; AID 652106; note: potency is the fitted concentration of half-maximal effect; % of control where 0% means no effect; nearly all actives have a fitted effect of over 65% in size
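Readout is rescue of growth in alpha-synuclein-expressing yeast, so inhibitors of toxicity appear as activators. Growth after 24 hr at 30 deg C in galactose medium is quantified by luminescence.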
KB-V1 cytotox: kills drug-selected multidrug resistant KB-V1 cells; KB-V1 MDR cells viability, CellTiter-Glo, 72 h; Potency, µM (titrated, usually from 46.1 µM), for the others: at the top dose activity change, negative = cytotoxicity, usual class: cytotoxic; 3.4% of 400,000 active; note: potency is the fitted concentration of half-maximal effect; % is set by controls: 0 for no effect and ±100 for the full control effect; nearly all actives have a fitted effect of over 60% in size
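KB-V1, DMEM (no phenol red) + 10% FBS; cpd pin-transferred, titration series; 72 h, 37 degrees C; CellTiter-Glo, luminescence. Data normalized, curve-fit.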
DRD3 agonist: agonists of human D3 dopamine receptor. max activation, %. D3R DiscoveRx beta-arrestin cells, luminescence, 90 min. P35462. 0.58% of 410,000 active. AID 652048; in the data active = max activation above about 30%; note: 0% is about no effect; mostly tested at two doses, the higher about 12 µM
Target sequence (P35462 whole entry, looked up): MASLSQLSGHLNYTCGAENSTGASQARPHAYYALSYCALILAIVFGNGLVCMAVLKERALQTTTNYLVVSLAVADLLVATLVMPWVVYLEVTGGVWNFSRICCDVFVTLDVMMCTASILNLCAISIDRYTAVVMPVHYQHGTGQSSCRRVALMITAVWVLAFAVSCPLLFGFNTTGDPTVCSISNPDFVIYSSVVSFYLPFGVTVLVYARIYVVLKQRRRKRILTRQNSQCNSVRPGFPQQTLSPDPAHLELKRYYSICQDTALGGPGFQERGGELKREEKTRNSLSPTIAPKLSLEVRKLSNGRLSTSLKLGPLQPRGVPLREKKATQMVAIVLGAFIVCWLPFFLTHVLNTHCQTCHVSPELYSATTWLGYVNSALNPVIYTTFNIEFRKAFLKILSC
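Agonist mode: compounds and dopamine controls were applied to plated cells for 90 min at 37 degrees C after an overnight attachment at 1500 cells/well. Luminescent read-out followed 30 - 60 minutes at room temperature with DiscoveRx detection reagent.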
D3 antag: blocks the human D3 dopamine receptor; D3R cells, DiscoveRx beta-arrestin luminescence, antagonist mode; stronger effect = lower value; 2.5% of 360,000 active; max response, negative = inhibition, %; P35462; in the data active = max response below about -50%; inconclusive = no clear call, values can overlap the other calls; note: % is set by controls: 0 for no effect and ±100 for the full control effect; mostly tested at two doses, the higher about 12 µM
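Cells plated overnight at 1500 cells/well, then exposed to library compounds with dopamine controls for 90 minutes at 37 degrees C. DiscoveRx reagent added for 30–60 minutes at room temperature; luminescence read, quantitative HTS format.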
GLP-1R agonist: GLP-1 receptor (human) agonism; Potency, µM (doses to about 45.6 µM), for inactives: top-dose activation, actives largely listed as activators; 0.007% of 380,000 active; P43220; HEK293 GLP-1R CRE-luciferase, luminescence, 4-6 h; cells express a hypersensitive GLP-1R form; note: potency is the fitted concentration of half-maximal effect; % of control where 0% means no effect
TDP43 rescue: inhibitors of TDP-43 toxicity in yeast; TDP-43 expressing yeast growth rescue, BacTiter-Glo, 24 h; Potency, µM (highest dose often 46.1 µM), inactives show at the highest dose growth rescue (activation), hits mostly activators; 1.8% of 410,000 active; AID 652104; note: potency is the fitted concentration of half-maximal effect; % of control where 0% means no effect; nearly all actives have a fitted effect of over 50% in size
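Luminescence from BacTiter-Glo reports growth of TDP-43-expressing yeast after 24 hr at 30 deg C with compound. Cells were raffinose-pregrown to mid-log, then seeded in galactose medium at OD600=0.02.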
GLP-1R inv ag: acts as inverse agonist at human GLP-1 receptor. P43220. HEK293 GLP-1R CRE-luciferase, luminescence, 24 h; GLP-1R form is constitutively active. Potency, µM (highest dose often 38.3 µM), inactives show top-dose activity change, negative = inhibition, usual class: inhibitors. 1.6% of 410,000 active; note: potency is the fitted concentration of half-maximal effect; % is set by controls: 0 for no effect and ±100 for the full control effect; nearly all actives have a fitted effect of over 55% in size
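Inverse agonism was detected as reduced cAMP-driven luciferase luminescence after 24 h compound treatment. The cells were HEK293 clones expressing constitutively active human GLP-1R with the reporter. Reporter-only and GPR119 cell lines served as counterscreen controls.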
The depositor's hits bear a star; i = inactive; u = inconclusive; x = no result given; & = joins results of further samples; [ ] = another dose, or the depositor's remark. Unless noted, calls come from the whole dose curve; as a rule, active = well fitted curve in the direction sought with a large enough effect; inconclusive = small, poorly fitted or top-dose-only effect, or another doubt; inactive = no such curve, though single readings can be large; an effect the other way counts as inactive or inconclusive. Only part of the results is shown; count on the stated rates, not on these rows.

nr	SMILES	HEK293 tox	PTHR1 agonist	aSyn yeast inh	KB-V1 cytotox	DRD3 agonist
1	O=C(NNC(=O)c1ccccn1)c1ccc(OC(F)F)cc1	10%	-5%	u	u	-1
2	O=C(NCc1ccncc1)C1CCCN(S(=O)(=O)c2cc(Cl)ccc2Cl)C1 (stereo not drawn)	11%	-32%[inhibitor]	0%	u	0
3	CCOc1cccc(/C=N/NC(=O)C2CCCC2)c1O	u	i	4%	0%	-7
4	C/C(=N/NS(=O)(=O)c1cc(C)ccc1C)c1ccncc1	-8%	-22%	0%	u	4
5	COc1ccccc1OC(=O)c1cc(Cl)nc2ccccc12	16%	29%[57.5 µM]	-8%	-4%	-13
6	O=C(NC(c1ccc(Cl)cc1)c1ccsc1)C1CCN(CCOc2ccc(Cl)cc2)CC1 (stereo not drawn)	-5%	-51%[inhibitor]	-23%	-14%	-16
7	COC(=O)C1=NNC2(c3ccc(Cl)cc3)C(=O)N(c3ccccc3)C(=O)C12 (stereo not drawn)	1%	i	-4%	3%	-1
8	Cc1ccccc1NS(=O)(=O)c1ccc(C(=O)N2CCN(c3ccccn3)CC2)cc1	4%	-26%	1%	u	13
9	O=C(COC(=O)c1ccco1)Nc1cc(S(=O)(=O)N2CCCCC2)ccc1Cl	-15%	-33%[inhibitor]	-12%	0%	-18
10	CCOc1ccc(S(=O)(=O)NCc2cccnc2)cc1C(C)C	1%	-41%[inhibitor]	3%	19%	5
11	FC(F)(F)c1ccccc1C1=CC(c2ccccc2)n2ncnc2N1 (stereo not drawn)	145%[activator]	-20%	-1%	-4%	6
12	O=C(CC1SC(=Nc2ccccc2)N(CCO)C1=O)Nc1ccccc1 (stereo not drawn)	-2%	-7%	0%	-16%	6
13	COc1ccc(CNc2oc(-c3cccc4ccccc34)nc2C#N)cc1	74%[activator]	i	21%	-26%	-4
14	Cn1nc(C(=O)Nc2cccc(S(=O)(=O)N3CCOCC3)c2)c2ccccc2c1=O	-9%	i	8%[1.84 µM]	0%	0
15	Cc1ccc(C)c(S(=O)(=O)ON2C(=O)c3ccccc3C2=O)c1	-8%	i	2%	-23%	8

nr	D3 antag	GLP-1R agonist	TDP43 rescue	GLP-1R inv ag
1	-23	-11%	32µM*	u
2	5	16%	-1%	-5%
3	-8	5%	-2%	u
4	6	-1%	14%	-9%
5	-17	-3%	-19%	0%
6	-84*	-5%	20%	u
7	1	-3%	-12%	17%
8	2	18%	-14%[1.82 µM]	u
9	u	-1%	u	-16%
10	10	11%	0%	9%
11	u	17%	18µM*	22%
12	11	10%	-7%	-25%
13	-11	-2%	3%	-7%
14	8	8%	-1%	55%[activator]
15	18	-2%	-7%[0.397 µM]	13%

Further records
nr	SMILES	HEK293 tox	PTHR1 agonist	aSyn yeast inh	KB-V1 cytotox	DRD3 agonist
16	COc1ccc(C(=O)Nc2nc(CC(=O)NCCc3cccc(OC)c3)cs2)cc1	-2%	-27%	-7%	u	1
17	CCCCn1c(=N)n(CCOc2ccccc2OC)c2ccccc21	-13%	-57%[inhibitor]	x	x	-8
18	Cn1c(CCN2CCCCC2)nc2cc(NC(=O)COc3ccc([N+](=O)[O-])cc3)ccc21	u	-7%	0%	21%	-5
19	CSc1nnc(-c2cc(-c3ccc(C)cc3)nc3ccccc23)o1	6%	i	-4%	0%	9
20	CC1CCN(c2ccc(NC(=O)c3cccnc3)cc2)CC1	20%	-20%[57.5 µM]	-3%	18µM*	-4
21	COc1ccc(-c2ccc(CN3C(C(C)C)C(=O)N(Cc4cn(Cc5ccco5)nn4)CCS3(=O)=O)cc2)cn1 (stereo not drawn)	-10%	-18%	1%	0%	1
22	CC(C)(C)c1ccc(NC(=O)COC(=O)CCc2nc3ccccc3c(=O)[nH]2)cc1	8%	i	-1%	6%	-3
23	O=C(N/N=C/c1ccc(-c2ccc([N+](=O)[O-])cc2)o1)[C@H]1C[C@@H]1c1ccccc1	-17%	-11%	1%	-6%	11
24	CCCCN(C(=O)CSc1nnc(-c2ccc(Cl)cc2)o1)c1c(N)n(CC(C)C)c(=O)[nH]c1=O	-8%	i	1%	u	6
25	Cc1ccc(C(N)=Nc2ccccc2)cc1	23%	-4%	-5%	0%	-3
26	CCOc1ccc(CCNC(=O)COC(=O)c2ccc(OC)c(OC)c2OC)cc1OCC	-1%	i	0%	u	2
27	CCOC(=O)c1cnn(-c2cc(C(C)(C)C)nc3c(-c4ccccc4)c(C)nn23)c1N	1%	-17%	0%	-2%	-12
28	Cc1cccc2cc(CN(Cc3ccc(F)cc3)Cc3nnnn3C3CCCC3)c(=O)[nH]c12	2%	-9%[57.5 µM]	10%	4%	16
29	NS(=O)(=O)c1ccc2c(c1)C(=NO)c1cc(S(N)(=O)=O)ccc1-2	-7%	i	6%	u	3
30	Cc1ccccc1Cn1ccc(NC(=O)c2cc3nc(-c4ccco4)cc(C(F)(F)F)n3n2)n1	59%[activator]	-56%[inhibitor][57.5 µM]	0%	13%	15

nr	D3 antag	GLP-1R agonist	TDP43 rescue	GLP-1R inv ag
16	6	2%	-3%	u
17	x	x	8%	u
18	1	4%	16%	-16%
19	36	0%	-2%	24%
20	-13	0%	10%	4%
21	29	25%	13%	-7%
22	-14	3%	0%	-12%
23	3	16%	11%	14%
24	-11	-12%	16%	3%
25	16	-2%	4%	-10%
26	4	8%	20%	11%
27	-25	0%	-17%	-13%
28	12	-5%	-12%	0%
29	-7	16%	-6%	61%[activator]
30	5	-13%	11%	1%

Continued:
nr	SMILES	HEK293 tox	PTHR1 agonist	aSyn yeast inh	KB-V1 cytotox	DRD3 agonist
31	CC1(C)Cc2c(sc3nnn(Cc4ccccc4)c(=O)c23)CO1	-8%	-4%	11%	-2%	2
32	CC(=O)N1c2ccccc2C(=O)C1N1CCN(c2ccc(Cl)cc2)CC1 (stereo not drawn)	-4%	i	x	27%	1
33	COc1ccc2c(c1OC)C(=O)N1C2SC(C)(C)[C@H]1C(=O)NCC(C)C (stereo partly drawn)	1%	14%	0%	-6%	0
34	Cc1ccc2c(c1)NC(c1cccs1)C1=C(CC(C)(C)CC1=O)N2 (stereo not drawn)	13%	i	1%	-11%	1
35	COc1cccc(NC(=S)N(Cc2ccc(C)cc2)Cc2ccccn2)c1	18%	i	0%	u	-17
36	CCCCc1nn2c(=O)cc(COC(=O)c3cccc(NC(=O)CCc4ccccc4)c3)nc2s1	1%	i	x	8%	-12
37	Cc1ccc(NC(=O)N2CCN(C(=O)c3nsc4ccccc34)CC2)cc1C	10%	-14%	x	-15%	3
38	Cc1ccc(NC(=O)Cn2ccsc2=N)c([N+](=O)[O-])c1	u	-4%	-5%	-7%	-4
39	Cc1ccc(NC(=S)Nc2ccc3cn[nH]c3c2)cc1C	3%	i	u	5%	-3
40	Cc1nc(C(=O)N2CCc3c([nH]c4ccccc34)C2c2ccccn2)cs1 (stereo not drawn)	-15%	i	7%	6%	-4
41	COc1ncccc1C(=O)Nc1c(-c2ccccc2)[nH][nH]c1=O	0%	i	-8%	6%	-1
42	O=C(NCC1CCCCC1)c1cccnc1	2%	-1%	0%	11%	9
43	CCCC(CCC)C(=O)O	0%&4%	i	-6%&-2%&1%	14%&4%	4&17&3
44	CCOC(=O)C(Cc1ccnnc1)=NO	-1%	-64%[inhibitor]	-2%	-7%	18
45	COc1cccc(N2CC(C(=O)Nc3nnc(SCC(=O)Nc4ccc(NC(C)=O)cc4)s3)CC2=O)c1 (stereo not drawn)	13%	-13%	-2%	3%	-1
46	CC(CNC(=O)CCCn1c(=O)c2cccn2c2ccccc21)c1ccccc1 (stereo not drawn)	2%	i	x	x	-4
47	C/C(=N\NC(=O)c1nnn(-c2nonc2N)c1CSc1ccccc1)c1cccnc1	-15%	-8%	4%	-15%	3
48	CCn1c(=O)cc(SCC(=O)NCc2ccc(Cl)cc2)c2ccccc21	0%	-42%[inhibitor]	x	-38%	-19

nr	D3 antag	GLP-1R agonist	TDP43 rescue	GLP-1R inv ag
31	3	16%	22%	u
32	x	x	0%	4%
33	6	-4%	8%	1%
34	1	1%	16%	-8%
35	-23	13%	10%[9.22 µM]	u
36	x	x	-13%	25%
37	x	x	u	4%
38	0	0%	-4%	-17%
39	-3	7%	13%	4%
40	3	17%	0%	u
41	6	x	15%	17%
42	12	0%	4%	-2%
43	6&7	7%&2%&-1%	21%&25%	0%&17%
44	-5	3%	0%	7%
45	12	-2%	-4%	15%
46	x	x	u	9%
47	25	9%	18%	-25%
48	x	x	-10%[9.22 µM]	u
